HTR2A ag – activates the mouse 5-HT2A serotonin receptor | AID 624169 | CHO-K1 mHTR2A beta-arrestin complementation, luminescence; percent of 30 µM serotonin response | 360,000 tested, 0.66% active | activation, % at 7.6 µM;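 active = activation above a run cutoff, the mean activation of all tested compounds plus 3 SD, cut at about 14% in these data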;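 note: 0% = plate median of compound wells and 100% = 30 µM serotonin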
Glyco luc inh – N-linked glycosylation inhibition. reporter increase, % at 12.5 µM. D54 ERlucT glycosylation luciferase reporter, 24 h; percent of 100 nM tunicamycin response. AID 588692. 360,000 tested, 0.23% active;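 active = mean luciferase reporter signal, scaled so untreated is 0 and the glycosylation-blocking control 100, at or above a set limit in every replicate; inconclusive = mean reaches the limit but not every replicate does; inactive = mean below the limit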;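 note: luciferase carries N-glycosylation sites so blocking glycosylation raises the light; 0% = median of neutral control wells and 100% = median of 100 nM tunicamycin wells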
H9c2 protect – modulators protecting cardiomyocytes from myocardial damage. H9c2 cardiomyocytes, H2O2 injury protection, ATPLite, 2 h. protection from H2O2 cell death, % at 20 µM. 360,000 tested, 0.63% active. AID 588492;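 active = compounds giving at least 50% protection of heart cells from peroxide-induced death in the single-dose screen, raw or plate-pattern-corrected value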;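 note: 0% = DMSO wells with peroxide and 100% = DMSO wells without peroxide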
CaV13 ICDI inh – Disruptors of the CACNA1D IQ motif to Ca2+-dependent inactivation inhibitor domain association, primary screening, Förster resonance energy transfer in intact living …. HEK cells, CFP/YFP FRET ICDI-IQ, plate reader, 10 min; percent FRET-ratio fall versus neutral wells. inhibition, % at 12.3 µM. 340,000 tested, 0.098% active. AID 743397;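 active = mean replicate inhibition of at least 30% and at least 1% of replicates passing that level; inconclusive = only one of the two criteria is met; inactive = neither criterion is met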;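 note: 0% = median of the neutral control wells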
PDI turbidity – blocks human protein disulfide isomerase activity; 350,000 tested, 0.052% active; AID 588391; P07237; PDI insulin aggregation turbidity, A650, 90 min; inhibition, % at 10 µM;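 active = mean inhibition across replicates of 30% or more, whatever share of single replicates reach that level; inconclusive = mean inhibition below 30% while every single replicate reaches 30%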;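 note: absorbance from insulin aggregation driven by PDI reduction with DTT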
Target sequence (P07237 whole entry, looked up): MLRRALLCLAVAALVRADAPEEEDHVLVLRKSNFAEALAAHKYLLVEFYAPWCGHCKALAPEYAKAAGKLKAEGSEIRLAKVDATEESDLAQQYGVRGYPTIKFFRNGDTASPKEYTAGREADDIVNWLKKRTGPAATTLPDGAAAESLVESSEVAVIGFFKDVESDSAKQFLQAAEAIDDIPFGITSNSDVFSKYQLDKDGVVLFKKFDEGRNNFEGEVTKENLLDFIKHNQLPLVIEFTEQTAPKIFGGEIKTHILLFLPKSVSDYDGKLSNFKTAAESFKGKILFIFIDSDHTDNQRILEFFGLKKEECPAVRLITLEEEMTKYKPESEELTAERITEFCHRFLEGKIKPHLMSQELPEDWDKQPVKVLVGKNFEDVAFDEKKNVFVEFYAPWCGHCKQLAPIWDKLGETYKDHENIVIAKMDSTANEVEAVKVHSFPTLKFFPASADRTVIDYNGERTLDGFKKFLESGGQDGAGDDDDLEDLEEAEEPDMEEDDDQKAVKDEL
MC4R antagonist – human MC4R antagonism in cAMP assay. 360,000 tested, 0.48% active. P32245. MC4R-expressing cells, MTII-stimulated cAMP, LANCE TR-FRET. AID 540295. inhibition, % at 6.5 µM;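 active = inhibition above its plate's cutoff, the mean of tested wells on that plate plus 3 SD, cut at about 29% in these data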;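 note: 0% = Melanotan II alone and 100% = Melanotan II plus saturating MCL0020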
Target sequence (P32245 whole entry, looked up): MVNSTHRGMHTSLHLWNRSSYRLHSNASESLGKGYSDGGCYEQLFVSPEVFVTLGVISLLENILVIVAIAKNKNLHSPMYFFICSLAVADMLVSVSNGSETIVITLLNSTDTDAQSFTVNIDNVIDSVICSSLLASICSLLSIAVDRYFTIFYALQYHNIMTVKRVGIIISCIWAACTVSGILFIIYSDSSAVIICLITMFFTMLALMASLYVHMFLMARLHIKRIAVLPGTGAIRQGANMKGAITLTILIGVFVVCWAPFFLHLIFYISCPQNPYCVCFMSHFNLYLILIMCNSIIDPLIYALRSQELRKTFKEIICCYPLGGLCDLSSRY
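Material – human MC4R-expressing U2OS cells · Repeats – no replicates · Detection – TR-FRET with Eu-cAMP and labeled anti-cAMP, 671 nm · Times – compound 30 min, challenge 1 h, detection 1 h · Compound – single nominal compound dose of 6.5 µM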
MC4R barr agon – agonists of human melanocortin 4 receptor (MC4R) beta-arrestin | P32245 | U2OS MC4R beta-arrestin complementation, luminescence; percent of melanotan II response, DMSO zero | activation, % at 8.9 µM | 360,000 tested, 0.98% active | AID 540308;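 active = activation above a per-plate cutoff, the mean activation of sample wells on that plate plus 3 SD, cut at about 8% in these data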
ABHD5 PLIN5 PPI – inhibitors of human ABHD5-perilipin-5 interaction; inhibition, % at 4 µM; Split G. princeps luciferase complementation, luminescence, 4 h; Q00G26+Q8WTS1; AID 602281; 360,000 tested, 0.78% active;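 active = inhibition above the mean inhibition across every tested compound plus 3 SD, cut at about 22% in these data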;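 note: 0% = DMSO only wells and the 100% control is not disclosed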
Granule exo inh – lytic granule exocytosis inhibition; TALL-104 LAMP-1 surface exposure, flow cytometry; cells stimulated with thapsigargin and PMA; inhibition, % at 10 µM; 360,000 tested, 0.66% active; AID 651702;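 active = inhibition above about 55%, limit read from the data; inconclusive = no clear call, values can overlap the other calls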
ABCB6 inh MLPCN – blocks the human ABCB6 transporter. AID 602162. Q9NP58. 360,000 tested, 0.19% active. fluorescence ratio to DMSO, % at 10 µM. K562-ABCB6 porphyrin accumulation, flow cytometry, 1 h; hits give low values;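 active = fluorescence ratio to DMSO below 75%, the collection mean minus 3 SD; inconclusive = too few cells collected in the well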;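 note: signal is porphyrin accumulated inside mitochondria; 100% equals median channel fluorescence of DMSO control wells; lower ratio means ABCB6 inhibition with less porphyrin fluorescence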
An asterisk follows results filed as active; ? = inconclusive; nt = no result given.

nr	smiles	HTR2A ag	Glyco luc inh	H9c2 protect	CaV13 ICDI inh	PDI turbidity	MC4R antagonist	MC4R barr agon	ABHD5 PLIN5 PPI	Granule exo inh	ABCB6 inh MLPCN
1	O=C(C[n+]1ccc(-c2nnc3n2CCC3)cc1)c1ccc(Cl)c(Cl)c1	1.0	0.8	11.3	-3.4	-0.7	13.5	0.4	2.6	-3.5	108.0
2	O=C(/C=C/c1ccc(Cl)cc1)OCC(=O)c1ccc[nH]1	-0.1	-0.6	1.6	-2.8	2.2	3.1	6.1	7.8	-1.1	99.0
3	CC1Cc2ccccc2N1Cc1cc(=O)n2ccsc2n1 (centres undefined)	-1.8	-2.4	27.2	nt	-3.8	11.8	-1.8	2.3	-2.7	109.0
4	Cc1ccc2c(c1)sc(-c1ccc(N(C)C)cc1)[n+]2C	2.8	13.2	-18.5	-20.8	0.6	12.6	1.8	-4.1	9.3	147.0
5	CSc1ccccc1NC(=O)CN(C)C(=O)CCc1c[nH]c2ccccc12	8.9	-1.9	1.4	-3.1	-4.5	-3.4	-0.5	-7.5	62.5*	104.0
6	O=C(/C=C/c1ccccc1)Nc1cccc(C(=O)NCCc2ccccc2)c1	-0.1	-6.2	17.8	-8.1	-18.7	2.9	-1.3	-4.3	-2.2	96.0
7	CC(C)(C)Nc1nc(Cl)nc(NCc2ccccc2)n1	-2.8	0.5	0.5	-5.1	6.4	0.3	-0.8	0.7	-3.2	102.0
8	C#CCOC(=O)Nc1ccc(=O)n(Cc2c(Cl)cccc2Cl)c1	0.0	-0.6	12.4	-4.7	2.2	20.2	0.8	-17.1	0.4	101.0
9	O=C(CCNC(=O)C1CCN(S(=O)(=O)c2ccccc2)CC1)NCc1ccncc1	-9.1	-1.7	3.9	-2.5	0.8	-0.3	-3.0	0.1	-2.6	99.0
10	COc1ccc(CNC(=O)CN2CCN(S(=O)(=O)c3ccccc3)CC2)cc1	1.1	-0.5	5.3	-1.7	3.5	-0.9	0.6	2.8	-3.0	100.0
11	Cc1ccc2[nH]c3c(c2c1)CCCC3NCCO (centres undefined)	0.6	1.7	8.4	-6.3	1.0	-2.8	1.4	0.3	-2.8	97.0
12	COc1cccc(-c2noc(CCCC(=O)N3CCOCC3)n2)c1	5.8	1.6	-4.7	-10.9	13.9	8.4	0.7	5.3	?	97.0

The list goes on.
nr	smiles	HTR2A ag	Glyco luc inh	H9c2 protect	CaV13 ICDI inh	PDI turbidity	MC4R antagonist	MC4R barr agon	ABHD5 PLIN5 PPI	Granule exo inh	ABCB6 inh MLPCN
13	Cc1ccc(NC(=O)CSc2nnc(NC(=O)c3ccc(S(=O)(=O)N4CCOCC4)cc3)s2)cc1	-3.0	0.2	-12.8	-2.9	-2.6	0.8	-2.5	-4.9	-7.8	81.0
14	CN(c1ccccc1C(=O)Nc1cccc(C(F)(F)F)c1)S(C)(=O)=O	-10.9	1.7	6.1	-5.0	-4.2	2.8	-0.8	6.8	5.5	105.0
15	CCNC(=O)Nc1ccc(S(=O)(=O)Nc2cnc(C)nc2C)cc1	0.1	1.9	1.3	-5.3	13.2	0.0	-0.7	4.3	-0.4	83.0
16	Cc1ccc(F)cc1C(=O)N1CCCCC1c1cc(C(=O)NCc2ccccc2)no1 (centres undefined)	-5.8	0.5	-4.8	-6.1	4.2	5.7	-1.2	4.0	2.1	96.0
17	CCOC(=O)C1=C(C)N(CCCC(=O)O)C(=O)NC1C(CC)CC (centres undefined)	-1.5	2.0	2.5	-8.8	1.1	4.5	-0.1	11.2	-3.6	101.0
18	O=C(CNC1CCN(Cc2ccccc2)CC1)Nc1ccc(S(=O)(=O)N2CCCCC2)cc1	-4.7	-6.1	0.5	-16.6	-1.1	2.5	-1.2	-7.0	9.8	90.0
19	Cc1cc(O)ccc1NC(=O)CCN1C(=O)c2ccc([N+](=O)[O-])cc2C1=O	4.0	2.5	3.1	-5.4	-12.8	-4.2	-0.8	-1.2	4.0	95.0
20	O=C(CCNC(=O)c1ccc([N+](=O)[O-])cc1)NC1CCCc2ccccc21 (centres undefined)	-4.0	-5.3	3.8	-5.9	7.6	4.0	-2.1	-1.0	-4.4	98.0
21	O=C(CSc1nc2nc(-c3cccs3)cc(C(F)(F)F)c2c(=O)[nH]1)Nc1ccc(F)c(F)c1	-0.9	-1.3	-12.8	-3.3	-1.3	20.9	-1.0	4.8	2.1	111.0
22	Cc1cc(/C=C2\SC(=Nc3ccc(N4CCOCC4)cc3)N(C)C2=O)c(C)n1-c1cccnc1	0.4	-8.3	8.7	-7.2	-25.5	5.0	0.9	-5.8	-2.7	105.0
23	CCOC(=O)N1CCN(Cc2cc(=O)oc3cc4c(cc23)CCC4)CC1	-2.9	-1.8	-27.8	nt	7.0	-5.1	-2.6	5.0	1.6	109.0
24	CC(C)OCCCNC(=O)c1ccncc1	0.7	-0.3	-7.6	-7.9	-1.7	2.8	-1.1	4.8	0.3	102.0

Next compounds follow:
nr	smiles	HTR2A ag	Glyco luc inh	H9c2 protect	CaV13 ICDI inh	PDI turbidity	MC4R antagonist	MC4R barr agon	ABHD5 PLIN5 PPI	Granule exo inh	ABCB6 inh MLPCN
25	CO[C@@]1(NC(=O)Cc2cccs2)C(=O)N2C(C(=O)O)=C(COC(N)=O)CS[C@@H]21	1.2	1.3	-5.1	-5.1	-4.7	3.6	-0.3	-1.4	-1.2	101.0
26	Cc1cc(Cl)ccc1NC(=S)N1CCN(Cc2ccccc2)CC1	2.5	-0.4	-3.4	-4.0	7.1	1.4	-0.8	-3.2	-6.1	94.0
27	COCCn1c(SCC(=O)Nc2nc3ccccc3s2)nnc1-c1ccoc1C	4.7	1.7	-12.3	nt	-6.5	1.3	-2.2	0.8	-5.4	96.0
28	CC(OC(=O)C1=COCCO1)C(=O)Nc1ncc(Cl)cc1Cl (centres undefined)	-3.2	1.5	-2.5	-7.8	-1.6	4.0	-3.1	3.4	-0.1	99.0
29	CC1CCC2(CC1)NC(=O)N(CC(=O)Nc1ccc(C(N)=O)cc1)C2=O (centres undefined)	2.5	1.4	7.9	-6.4	10.4	-1.0	-0.1	4.2	-1.4	94.0
30	CC(SCc1ccccc1)C(=O)N/N=C/c1cccs1 (centres undefined)	-6.3	-2.0	9.9	-4.7	-16.3	-5.2	0.0	-0.6	-1.1	99.0
31	CC(C)CN(C(=O)COC(=O)c1cccnc1Cl)c1c(N)n(Cc2ccccc2)c(=O)[nH]c1=O	-2.8	-0.4	4.5	-5.0	2.2	4.3	-1.2	-5.2	-9.3	100.0
32	COc1ccc(OCc2nnc(SCC(=O)Nc3oc(C)c4c(C)n[nH]c(=O)c34)n2C)cc1	-2.6	-1.2	5.8	-5.0	-0.5	-3.9	-1.9	-1.7	-5.3	96.0
33	COc1ccc(CC(=O)NCc2cccs2)cc1OC	-1.2	0.8	-1.2	-5.5	6.0	10.4	-0.8	-2.8	1.4	94.0
34	O=C1c2c(O)cccc2Cc2cccc(O)c21	-4.8	-0.3	-0.2	nt	nt	-0.4	0.1	-0.6	-6.1	105.0
35	CC(C)NC(=O)c1cc2ccccc2o1	2.0	-0.6	0.2	-3.1	-2.0	-1.4	0.5	-7.1	-1.1	94.0
36	O=C(OCCCc1ccncc1)c1ccc(S(=O)(=O)N2CCOCC2)cc1	7.2	0.3	1.7	-8.9	5.0	9.6	0.4	10.3	-0.4	100.0

Next records
nr	smiles	HTR2A ag	Glyco luc inh	H9c2 protect	CaV13 ICDI inh	PDI turbidity	MC4R antagonist	MC4R barr agon	ABHD5 PLIN5 PPI	Granule exo inh	ABCB6 inh MLPCN
37	Cc1nc2ccc(NS(=O)(=O)c3ccccc3Cl)cc2s1	6.5	-0.6	-1.3	-6.2	-9.4	0.9	-0.9	-4.8	1.6	94.0
38	O=C1C2=C(SCCS2)C(=O)N1CCCO	-4.5	1.2	9.5	-5.4	-3.1	-3.3	-1.9	-1.3	-1.3	103.0
39	COCCCN1C(=O)C(CC(=O)NCC2CCCCC2)CC(C(=O)N2CCOCC2)=C1C (centres undefined)	-1.6	0.2	8.2	-5.7	-3.8	-4.2	0.3	-5.0	0.1	97.0
40	COc1ccccc1NC(=O)CCn1c(=O)c2cccn2c2ccccc21	-2.6	0.6	6.2	-2.7	4.9	6.5	-2.1	-1.2	-13.7	92.0
41	Cc1nc(-c2nc(-c3c(C(=O)NNC(=O)Nc4cccc(Cl)c4)noc3C)cs2)cs1	19.3*	3.0	3.4	-5.2	-80.4	0.3	-1.6	1.4	-2.6	101.0
42	CC(=O)N1CCN(C(=O)CNC(=O)c2ccc(Br)o2)CC1	7.3	0.4	3.6	nt	5.2	3.3	-2.5	11.7	-0.6	100.0
43	CCOc1c(Br)cc(CNc2ccc(N3CCN(C(C)=O)CC3)cc2)cc1OC	4.4	1.1	-9.4	-4.9	-1.0	3.5	2.7	3.2	-0.7	95.0
44	COc1ccc(NC(=O)CSCC(=O)N(C)CC(=O)Nc2cccc3ccccc23)cc1	3.7	0.2	-2.8	-5.5	-4.1	7.0	-2.1	2.6	-15.0	98.0
45	COc1ccc(CCNC(=O)c2ccc(OCC(=O)N3CCOCC3)c(OC)c2)cc1	5.2	-1.5	-4.5	-7.0	1.2	-2.8	-1.0	-11.3	-2.9	100.0
46	O=C(N/N=C/c1cccnc1)c1cccc(S(=O)(=O)Nc2cccc(Cl)c2)c1	0.0	-0.7	4.2	2.8	0.1	0.2	1.7	-1.5	-1.7	97.0
47	CCC(COC)NC(=O)CCc1nnc(Cc2cccc(C(F)(F)F)c2)o1 (centres undefined)	-5.9	2.1	-4.1	-0.1	-6.4	13.9	-0.1	-7.0	1.1	97.0

Single records (already shown). Values in the order: HTR2A ag, Glyco luc inh, H9c2 protect, CaV13 ICDI inh, PDI turbidity, MC4R antagonist, MC4R barr agon, ABHD5 PLIN5 PPI, Granule exo inh, ABCB6 inh MLPCN
COc1ccc(CCNC(=O)c2ccc(OCC(=O)N3CCOCC3)c(OC)c2)cc1 is listed with 5.2, -1.5, -4.5, -7.0, 1.2, -2.8, -1.0, -11.3, -2.9, 100.0
O=C1C2=C(SCCS2)C(=O)N1CCCO is listed with -4.5, 1.2, 9.5, -5.4, -3.1, -3.3, -1.9, -1.3, -1.3, 103.0

Screens from PubChem.

An unsorted share of the library; 4.2% or so of the library scored in one or more.
